NOD2-RIPK2 inh = blocks binding of human NOD2 to RIPK2 | AID 624267 | inhibition, % at 4.98 µM | actives 0.38% (n = 360,000) | CHO BLA complementation NOD2-RIPK2, CCF4 ratio | O43353; in the data active = inhibition above about 21%;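 note: 0% = vehicle only and 100% = reference blocker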
Vif inh = HIV Vif inhibition; AID 602346; inhibition, % at 7.49 µM; HEK293T cells, Vif self-association by quenched fluorescence, imaging, 24 h; actives 0.35% (n = 340,000); in the data active = inhibition above about 50%, passing the limit was not always enough; note: some results filed as inactive read as strong as hits
TROY signal inh = TROY signaling inhibition; actives 0.98% (n = 360,000); Q293 LMP1-TROYcd NF-kB luciferase reporter, 4 h; inhibition, % at 10 µM; AID 1347056;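 active = compounds whose plate-normalised and pattern-corrected inhibition of the luciferase reporter signal at the single screening dose is 50% or more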
NR2F2 inh = blocks human COUP-TFII nuclear receptor; P24468; HEK293T NGFI-A luciferase reporter, luminescence; inhibition, % at 8.6 µM; actives 0.7% (n = 370,000);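 active = inhibition above a per-plate cutoff, mean inhibition of test wells between control levels plus 3 SD, cut at about 38% in these data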;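 note: cells cotransfected with COUP-TFII expression vector driving the NGFI-A reporter; 0% = median of COUP-TF2 test wells and 100% = reporter-only cells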
SRC2 inh = human SRC2 (NCOA2) inhibition. Q15596. HEK293 GAL4-SRC2 luciferase reporter, luminescence. inhibition, % at 9 µM. actives 0.17% (n = 370,000). AID 651957;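 active = inhibition above the mean inhibition of all tested compounds plus 3 SD, set per campaign, cut at about 52% in these data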;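 note: 0% = DMSO treated cells and 100% = cells given Gossypol at 36 µM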
NCOA3 inh = inhibitors of human steroid receptor coactivator 3 (SRC3); Q9Y6Q9; HEK293 GAL4-SRC3 luciferase reporter, luminescence; inhibition, % at 3.6 µM; actives 0.17% (n = 360,000); AID 588352;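 active = inhibition above a per-campaign cutoff, the mean of all compounds plus 3 SD, cut at about 60% in these data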;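 note: 0% = DMSO-treated cells and 100% = gossypol-treated cells at 36 µM; higher means less SRC3-driven luciferase light from the GAL4 reporter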
EBV LMP1 NFkB = reduces LMP1-driven NF-kappaB luciferase signal | LMP1-induced NF-kappaB luciferase reporter cells, luminescence | inhibition, % at 12.5 µM | actives 0.69% (n = 350,000); in the data active = inhibition above about 41%;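 note: 0% = neutral control wells and 100% = reference inhibitor control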
TRAIL sens C8 = caspase-8 TRAIL sensitization; inhibition (viability loss, TRAIL sensitization), % at 10 µM; actives 1% (n = 360,000); NB7+C8 cells + TRAIL, ATPlite viability luminescence; AID 624354;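 active = compounds causing at least 50% loss of cell viability in the single-dose screen, relative to plate controls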
SRC1 inh = human NCOA1 inhibition | AID 588354 | HEK293 GAL4-SRC1 luciferase reporter, luminescence | actives 0.12% (n = 360,000) | inhibition, % at 3.6 µM | Q15788;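 active = inhibition above the campaign mean plus 3 SD, with each screening campaign given its own cutoff, cut at about 60% in these data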;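 note: 0% = DMSO treated cells and 100% = gossypol at 36 µM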
LRH-1 inv ag = suppresses constitutive activity of human LRH-1; actives 0.13% (n = 360,000); O00482; inhibition, % at 3.6 µM; AID 602396; HEK293T StAR-luciferase reporter, LRH-1 transfected, 24 h;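 active = inhibition above the mean inhibition of all tested compounds plus 3 SD, cut at about 73% in these data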;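 note: 0% = DMSO wells and 100% = reporter-only cells lacking LRH-1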
TLR9-MyD88 block = inhibitors of human TLR9-MyD88 binding; Q9NR96+Q99836; CHO BLA complementation TLR9-MyD88, CCF4 FRET ratio; inhibition, % at 4.98 µM; actives 0.21% (n = 340,000);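 active = inhibition above the mean over all tested compounds plus 3 SD, cut at about 21% in these data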;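 note: 0% = DMSO only wells and 100% = clavulanate BLA inhibitor control wells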
Target sequence (Q99836 whole entry, looked up): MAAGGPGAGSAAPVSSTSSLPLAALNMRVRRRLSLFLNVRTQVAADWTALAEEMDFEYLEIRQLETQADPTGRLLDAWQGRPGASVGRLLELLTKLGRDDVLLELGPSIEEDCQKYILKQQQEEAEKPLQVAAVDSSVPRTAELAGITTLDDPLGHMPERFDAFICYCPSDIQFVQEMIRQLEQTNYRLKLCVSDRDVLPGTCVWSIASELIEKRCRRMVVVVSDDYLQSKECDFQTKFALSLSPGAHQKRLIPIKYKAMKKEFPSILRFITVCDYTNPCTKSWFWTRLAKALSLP
Target sequence (Q9NR96 whole entry, looked up): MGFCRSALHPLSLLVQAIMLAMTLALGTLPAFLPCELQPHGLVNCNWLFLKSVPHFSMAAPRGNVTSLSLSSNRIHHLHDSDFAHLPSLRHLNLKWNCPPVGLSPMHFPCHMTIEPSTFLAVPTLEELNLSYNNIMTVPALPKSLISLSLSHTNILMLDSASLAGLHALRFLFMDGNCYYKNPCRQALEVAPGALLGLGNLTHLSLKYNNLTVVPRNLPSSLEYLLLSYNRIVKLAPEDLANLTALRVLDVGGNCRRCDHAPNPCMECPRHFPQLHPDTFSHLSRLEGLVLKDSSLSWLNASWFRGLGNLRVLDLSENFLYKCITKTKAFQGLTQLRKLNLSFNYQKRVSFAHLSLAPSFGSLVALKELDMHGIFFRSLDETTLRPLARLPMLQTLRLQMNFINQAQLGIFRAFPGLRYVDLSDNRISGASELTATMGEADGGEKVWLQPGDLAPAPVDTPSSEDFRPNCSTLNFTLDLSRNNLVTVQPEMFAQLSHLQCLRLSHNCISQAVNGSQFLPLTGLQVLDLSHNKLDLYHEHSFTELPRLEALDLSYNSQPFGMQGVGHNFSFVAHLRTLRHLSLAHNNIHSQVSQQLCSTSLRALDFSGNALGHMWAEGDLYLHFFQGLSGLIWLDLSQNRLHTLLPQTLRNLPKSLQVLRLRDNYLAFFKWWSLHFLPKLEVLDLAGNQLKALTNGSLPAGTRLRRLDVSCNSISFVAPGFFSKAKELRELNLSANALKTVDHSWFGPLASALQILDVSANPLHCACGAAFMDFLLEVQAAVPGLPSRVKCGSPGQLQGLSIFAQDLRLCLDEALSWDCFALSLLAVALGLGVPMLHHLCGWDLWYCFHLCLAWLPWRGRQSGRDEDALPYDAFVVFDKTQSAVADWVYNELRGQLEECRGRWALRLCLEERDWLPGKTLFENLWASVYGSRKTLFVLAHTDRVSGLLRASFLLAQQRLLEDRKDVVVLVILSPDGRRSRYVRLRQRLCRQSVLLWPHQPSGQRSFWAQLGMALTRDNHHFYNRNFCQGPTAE
The depositor's hits bear a star; · = not tested or not shown. Only part of the results is shown; count on the stated rates, not on these rows.

SMILES	NOD2-RIPK2 inh	Vif inh	TROY signal inh	NR2F2 inh	SRC2 inh	NCOA3 inh	EBV LMP1 NFkB	TRAIL sens C8	SRC1 inh	LRH-1 inv ag	TLR9-MyD88 block
O=C(COC(=O)c1cnccn1)Nc1ccc2c(c1)OCO2	-8	-3	0	-9	-35	1	3	-1	-12	4	-16
O=C(c1ccc(Cn2cnnn2)cc1)N1CCCC(Nc2ccc(F)cc2)C1 (stereo not drawn)	-5	-1	-2	-3	3	10	-11	-16	-1	7	-9
CC(C)OC(=O)/C=C1\C[C@@H](c2ccccc2C(F)(F)F)O[C@@H](c2ccccc2C(F)(F)F)O1	-6	·	·	-10	-8	·	·	45	·	30	·
COc1ccc(-c2cc(C(=O)NCC3CCCO3)c3ccccc3n2)cc1 (stereo not drawn)	-9	1	-9	-17	7	0	-3	-3	-23	5	9
O=C(O)c1c(-c2ccccc2)nnc2ccccc12	3	-20	16	-3	-1	5	-1	-13	6	-2	3
O=C(CCC(=O)NC1CCCCC1)N/N=C/c1ccncc1	-1	9	5	-2	8	6	-6	-3	2	-5	-4
O=Cc1ccc(-c2cc(Cl)ccc2Cl)[nH]1	0	0	6	0	6	10	8	-10	-1	-4	-3
CCOC(=O)C1(Cc2cccc(OC)c2)CCN(Cc2cccnc2)CC1	4	-1	4	18	5	15	2	-3	15	2	2
CN(Cc1ccc(Cl)s1)C(=O)CNC(=O)CNC(=O)c1ccc(Cl)cc1Cl	-7	-6	6	-6	7	6	2	3	-7	-12	0
COc1ccc(NS(=O)(=O)c2cc3c(cc2C)N(C)CCO3)c(OC)c1	-8	·	-12	12	3	1	-1	-8	-22	-20	-10
COC(=O)c1cc(=O)nc2sc(-c3ccc(F)cc3)nn12	-12	-8	2	·	·	-10	9	-4	6	4	0
CCCCOc1ccc(C(=O)Oc2cc(C)[nH]c(=O)c2[N+](=O)[O-])cc1	-4	2	-2	13	11	14	-2	8	-7	9	4

Some of the entries so far, with values under each structure.
Results follow in this order: NOD2-RIPK2 inh | Vif inh | TROY signal inh | NR2F2 inh | SRC2 inh | NCOA3 inh | EBV LMP1 NFkB | TRAIL sens C8 | SRC1 inh | LRH-1 inv ag | TLR9-MyD88 block
O=C(COC(=O)c1cnccn1)Nc1ccc2c(c1)OCO2
→ -8 | -3 | 0 | -9 | -35 | 1 | 3 | -1 | -12 | 4 | -16
O=C(c1ccc(Cn2cnnn2)cc1)N1CCCC(Nc2ccc(F)cc2)C1 (stereo not drawn)
→ -5 | -1 | -2 | -3 | 3 | 10 | -11 | -16 | -1 | 7 | -9
CC(C)OC(=O)/C=C1\C[C@@H](c2ccccc2C(F)(F)F)O[C@@H](c2ccccc2C(F)(F)F)O1
→ -6 | · | · | -10 | -8 | · | · | 45 | · | 30 | ·
COc1ccc(-c2cc(C(=O)NCC3CCCO3)c3ccccc3n2)cc1 (stereo not drawn)
→ -9 | 1 | -9 | -17 | 7 | 0 | -3 | -3 | -23 | 5 | 9
O=C(O)c1c(-c2ccccc2)nnc2ccccc12
→ 3 | -20 | 16 | -3 | -1 | 5 | -1 | -13 | 6 | -2 | 3
O=C(CCC(=O)NC1CCCCC1)N/N=C/c1ccncc1
→ -1 | 9 | 5 | -2 | 8 | 6 | -6 | -3 | 2 | -5 | -4
O=Cc1ccc(-c2cc(Cl)ccc2Cl)[nH]1
→ 0 | 0 | 6 | 0 | 6 | 10 | 8 | -10 | -1 | -4 | -3
CCOC(=O)C1(Cc2cccc(OC)c2)CCN(Cc2cccnc2)CC1
→ 4 | -1 | 4 | 18 | 5 | 15 | 2 | -3 | 15 | 2 | 2
CN(Cc1ccc(Cl)s1)C(=O)CNC(=O)CNC(=O)c1ccc(Cl)cc1Cl
→ -7 | -6 | 6 | -6 | 7 | 6 | 2 | 3 | -7 | -12 | 0
COc1ccc(NS(=O)(=O)c2cc3c(cc2C)N(C)CCO3)c(OC)c1
→ -8 | · | -12 | 12 | 3 | 1 | -1 | -8 | -22 | -20 | -10
COC(=O)c1cc(=O)nc2sc(-c3ccc(F)cc3)nn12
→ -12 | -8 | 2 | · | · | -10 | 9 | -4 | 6 | 4 | 0
CCCCOc1ccc(C(=O)Oc2cc(C)[nH]c(=O)c2[N+](=O)[O-])cc1
→ -4 | 2 | -2 | 13 | 11 | 14 | -2 | 8 | -7 | 9 | 4

Next section.
SMILES	NOD2-RIPK2 inh	Vif inh	TROY signal inh	NR2F2 inh	SRC2 inh	NCOA3 inh	EBV LMP1 NFkB	TRAIL sens C8	SRC1 inh	LRH-1 inv ag	TLR9-MyD88 block
Cc1ccccc1CC(=O)N1CCCC1	-10	-6	-5	16	-11	-4	-8	-11	-24	-12	10
CCOC(=O)C1(CCOc2ccccc2)CCN(Cc2cc(OC)c3c(c2)OCO3)CC1	2	-8	19	27	6	28	17	14	9	6	-13
Cc1ccc(S(=O)(=O)N(CCCO)CC(O)CON=C2c3ccccc3-c3ccccc32)cc1 (stereo not drawn)	-1	3	33	1	15	24	1	-2	8	4	7
CCOC(=O)CNC(=O)CSc1nc(C)cc(C)c1C#N	-12	5	-14	18	1	-1	-6	21	-1	-9	-2
Brc1cnc(N2CCOCC2)nc1N1CCCCC1	-12	19	1	-3	-16	5	-14	-30	-7	-28	0
COc1ccc(S(=O)(=O)NCC(=O)NC2CC2)cc1OC	-7	31	-2	2	8	-59	-1	-1	8	6	-9
COc1ccc(S(=O)(=O)N2CCN(S(=O)(=O)c3ccc(C(F)(F)F)cc3)CC2)cc1C	-12	18	21	-3	-12	-1	-3	3	-3	7	3
Cc1cccc(C)c1N1CCN(S(=O)(=O)N2CCOCC2)CC1	-3	9	-1	-4	0	4	3	-6	15	-6	-8
Cc1ccc(S(=O)(=O)N2C[C@H]3C(=O)C[C@@H](c4ccc(Cl)cc4)N(S(=O)(=O)c4ccc(C)cc4)[C@H]3C[C@H]2c2cccc3ccccc23)cc1	-131	5	1	12	2	-9	·	-8	17	-5	·
Cc1cc(NCCCCCCCNc2cc(C)nc3cc([N+](=O)[O-])ccc23)c2ccc([N+](=O)[O-])cc2n1	2	-23	34	13	-25	-6	79*	58*	8	54	-5
CCNc1nc(SCCOc2ccc(Br)cc2)nc(N(C)C)n1	2	4	2	11	4	7	-3	-10	-4	-5	3
Cn1c2ccccc2c(=O)c2ccc(C#CC3(O)CCCCC3)cc21	-8	1	91*	35	20	32	-18	86*	43	1	-7
Cc1ccc(N2C(=O)c3cccc(Oc4ccc(Cl)cc4)c3C2=O)c(C)c1	-5	-14	2	3	12	5	-7	2	-2	-8	-3
Cc1cc(C(=O)CSc2nnc3c(Cl)cc(Cl)cn23)c(C)n1C	-1	3	-6	-4	-42	-22	-1	-13	-14	12	10
COc1ccccc1NS(=O)(=O)c1ccc(C(=O)N2CCN(c3ccccc3)CC2)cc1	4	-2	2	-6	-12	3	0	0	8	-15	0
Cn1c(=O)c(=O)n(C)c2cc(S(=O)(=O)N3CCCC3C(=O)NCc3cccnc3)ccc21 (stereo not drawn)	-4	-3	12	9	2	13	2	7	9	-17	-6
CCC(C)c1ccccc1NC(=O)c1[nH]c(C)c(C(C)=O)c1C (stereo not drawn)	-4	-3	-2	5	-5	9	5	0	7	10	2
C=CCN(C(=O)c1cccc(N2C(=O)C3CC=CC(C)C3C2=O)c1)c1ccccc1 (stereo not drawn)	-5	-4	23	6	16	4	3	-8	0	-1	9
CCOC(=O)C(=C1Nc2ccccc2N1)n1c(-c2ccco2)nc2ccccc21	2	·	-39	7	-33	·	·	-7	·	10	·
CC(C)=CCc1c(O)cc2c(c1O)C(=O)CC(c1ccccc1)O2 (stereo not drawn)	-1	-27	10	8	32	-10	6	8	-16	-7	14
CN1CCc2c(C#N)c(N3CCCCC3)nc(NCc3ccccc3)c2C1	2	8	2	0	17	2	-22	-6	4	-2	-5
CN(Cc1ccccc1)C(=O)c1[nH]cnc1C(=O)NCc1ccc(CNC(=O)OC(C)(C)C)cc1	-1	-3	26	16	15	-12	8	2	-4	7	0
O=C1OCc2cc(-n3cccc3)ccc21	-2	-6	9	3	-4	-3	-6	-3	-6	18	7
CC(NC(=O)COC(=O)COc1ccc(C(=O)c2ccccc2)cc1)c1ccccc1 (stereo not drawn)	-4	-1	1	-1	-4	-1	-2	-7	6	-9	-2
NC(=O)CN1CCCC1c1ccc2c(c1)OCCO2 (stereo not drawn)	3	17	-16	1	7	5	-6	-6	-11	-10	-9
CCOC(=O)C1=C(c2ccccc2)ON(C)C1c1ccccc1 (stereo not drawn)	0	8	-3	13	-46	17	2	-14	-12	-16	-1
COC(=O)C1=C(C)N(CCc2c[nH]c3ccccc23)C(=O)/C1=C\N(C)C	-9	12	25	6	-17	11	-9	4	-9	4	-3
N#Cc1c(N)nc(SCC(=O)OCc2ccccc2)c(C#N)c1-c1ccco1	-6	-2	23	-4	-7	-6	-6	9	-3	-30	-2
CCOc1ccc(CCNC(=O)CCNS(=O)(=O)c2ccc(Br)cc2)cc1OCC	-3	5	-19	13	11	11	9	10	-13	-1	-7
Cc1ccc(NC(=O)C(=O)NC(C)C2COc3ccccc3O2)cc1 (stereo not drawn)	-12	-15	-21	-8	-3	-4	-2	9	-16	-7	7
CSCCC(NS(=O)(=O)c1ccc2c(c1)oc(=O)n2C)C(=O)NC1CCCCC1 (stereo not drawn)	-12	8	-1	-4	3	-1	-12	-16	6	-8	-2
COc1cccc(NC(=O)/C=C/c2ccc([N+](=O)[O-])cc2)c1	-4	0	-50	-32	-19	-33	-24	3	-36	-71	0
CC(CCc1ccccn1)(CCc1ccccn1)C(=O)c1ccccc1	11	-2	-20	30	12	-19	-13	0	-1	0	9
CCOC(=O)C1CCN(C(=O)c2ccc(Cl)c(S(=O)(=O)N3CCOCC3)c2)CC1	-4	·	11	4	-9	6	3	-14	-3	13	-1
O=c1oc2ccc3ccccc3c2cc1-c1nnc(-c2cccs2)o1	0	5	-43	-39	-39	-39	-4	8	-82	-109	-3
CC(C)Oc1ccc2ccccc2c1C=O	-4	1	-8	1	9	-7	-2	-3	-6	11	14
O=C1[C@H]2[C@@H](c3ccc(F)cc3)N3C(=O)N(c4ccc(Br)cc4)C(=O)[C@@]3(Cc3ccc(Cl)cc3)[C@H]2C(=O)N1C1CCCCC1	-1	-12	-5	18	-10	-20	-2	7	4	-21	7
O=C(COC(=O)c1ccccc1O)NCCc1c[nH]c2ccccc12	-1	-4	-20	-4	-4	2	1	-6	-7	-2	3
COCCn1c(CN2CCN(c3ccccc3)CC2)nc2c1c(=O)n(C)c(=O)n2C	2	3	3	9	-54	-14	10	0	-14	3	10
Cc1ccc(OCC(=O)N/N=C\c2c(C)n(C)c3ccccc23)c([N+](=O)[O-])c1	5	-6	10	·	·	5	8	3	-15	16	0
Cc1ccccc1NC(=O)c1cc(S(=O)(=O)Nc2cccc(C(=O)O)c2)ccc1Cl	-9	-9	-7	1	3	-5	-6	-13	-2	-6	-6

Screens deposited in PubChem by several laboratories.
